Kir21 inh = inhibitors of mouse Kir2.1 inward-rectifier potassium channel; P35561; HEK293-Kir2.1, FluxOR thallium flux fluorescence; stronger effect = lower value; actives 0.85% (n = 310,000); B-score at 10 µM;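 active means fluorescence ratio B-score at or below minus 3 SD of library scores, with starting-brightness B-score within 2 SD, cut at about -4.2 in these data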;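 further: channel flux triggered by added potassium and thallium sulfate stimulus; B-score of peak minus minimum fluorescence over baseline after thallium stimulus; more negative B-score means stronger Kir2.1 block with less thallium influx; some compounds called inactive have numbers as strong as hits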
Target sequence (P35561 whole entry, looked up): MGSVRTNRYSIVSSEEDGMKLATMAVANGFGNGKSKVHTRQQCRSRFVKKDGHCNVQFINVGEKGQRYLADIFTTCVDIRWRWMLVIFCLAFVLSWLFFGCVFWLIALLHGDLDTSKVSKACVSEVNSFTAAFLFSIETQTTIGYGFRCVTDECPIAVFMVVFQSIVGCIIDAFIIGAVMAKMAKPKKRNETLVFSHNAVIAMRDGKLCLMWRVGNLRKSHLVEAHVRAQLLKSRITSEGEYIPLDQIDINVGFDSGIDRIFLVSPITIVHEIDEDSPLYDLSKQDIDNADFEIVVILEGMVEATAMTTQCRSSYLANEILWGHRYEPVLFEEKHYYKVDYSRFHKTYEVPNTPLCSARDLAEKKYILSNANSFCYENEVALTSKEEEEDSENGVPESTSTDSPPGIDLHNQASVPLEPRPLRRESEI
KCNQ2 block = KCNQ2 potassium channel inhibitors, primary screen, cell-based, CHO-K1, FluxOR thallium flux, B-score (AID 2156). O88943. 20 min; stronger effect = lower value. B-score at 10 µM. actives 1.1% (n = 310,000);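 active means fluorescence ratio B-score at most minus 3 library SDs, with starting brightness B-score within 2 library SDs, cut at about -5.5 in these data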
The depositor's hits bear a star; i = inactive. Rows were taken by chance (roughly 1.9% active in at least one column).

SMILES	Kir21 inh	KCNQ2 block
O=C(c1cc2ccccc2c(=O)o1)N1CCCC1	-2.8	i
O=c1[nH]c(CN2CCN(c3ncccn3)CC2)nc2c(Br)cc(Br)cc12	0.58	i
CC1CCCCN1C(=O)COC(=O)C1CCN(S(=O)(=O)c2c(Cl)cccc2Cl)CC1 (stereo not given)	1.3	i
COc1ccc(NC(=O)C(c2ccc(C)cc2)N(C)C(=O)CNC(C)=O)cc1 (stereo not given)	-0.58	i
COc1ccccc1Nc1nc(N2CCCC2)nc(N2CCOCC2)n1	0.28	i
O=C(CN1C(=O)COCC1=O)N1CCOCC1	-0.01	i
COCCN(C(=O)CSc1nnc(-c2cccc(F)c2)n1N)c1c(N)n(CC(C)C)c(=O)[nH]c1=O	-0.15	i
COc1ccccc1C(=O)Nc1ccc(N2CCN(C(C)=O)CC2)cc1	1.3	i
Cc1ccc(NC(=O)c2ccc(OCC3CCCO3)cc2)nc1 (stereo not given)	2.5	i
COC(=O)CSC1=C(C#N)C(c2ccc3c(c2)OCO3)C2=C(CCCC2=O)N1 (stereo not given)	0.2	i
CC(=O)c1c(C)oc2ccc(NS(=O)(=O)c3ccc(O)c(C(=O)O)c3)cc12	0.23	i
O=C(CSc1nnc(-c2ccncc2)o1)Oc1ccccc1	-0.01	i
CC1CCN(CC(O)COc2cccc(F)c2)CC1 (stereo not given)	1.8	i
CCOc1ccccc1C1C2CCCCC2(O)CCN1C(=O)c1cccs1 (stereo not given)	0.55	i
Cc1cc(Nc2c(C#N)c(N)nn2C)ccc1F	-0.49	i
CCCCNC(=S)N(C)/N=C/c1ccc(F)cc1	-0.95	i
CC(=O)Nc1ccc(S(=O)(=O)NNC2=NS(=O)(=O)c3ccccc32)cc1	1.3	i
COc1cccc2c1OCC(C(=O)NCc1ccc(Cl)cc1Cl)=C2	-1.3	i
COc1cccc(OC)c1NC(=O)CN(C)S(=O)(=O)c1ccc2c(c1)OCCO2	0.02	i
O=C(OCCN1CCOCC1)c1ccc(Cl)cc1Cl	0.81	i
COC(=O)c1ccccc1NC(=O)CSc1n[nH]c(-c2cccnc2)n1	0.58	i
O=C(O)c1ccc(N=C2SCC(=O)N2Cc2ccccc2)cc1	0.49	i
CC(=O)NCC(=O)OC(C)C(=O)Nc1ccc(C(C)=O)cc1 (stereo not given)	0.74	i
CCCOC(=O)c1c(-c2ccc(OC)cc2)oc2ccc(-c3ccc(OC)nc3)cc12	-0.01	i
CCn1c(C)nc2cc(-c3nnc(-c4c(-c5ccccc5)noc4C)o3)ccc21	0.12	i
Cc1ccccc1COc1ccc(-c2nn[nH]n2)cc1	0.01	i
O=c1c(-c2ccc(O)cc2)coc2c(C3O[C@H](CO)[C@@H](O)[C@H](O)[C@H]3O)c(O)ccc12 (stereo not given in full)	-0.06	i
CCc1ccccc1NC(=O)CCNS(=O)(=O)c1cc(Br)cnc1N	-0.29	i
COCc1cc(CN2CCCC(CNC(=O)c3ccc(F)cc3)C2)ccc1OC (stereo not given)	-2.7	i
CC(=O)c1cc(OC(=O)c2ccncc2)ccc1OC(=O)c1ccncc1	-0.07	i
CC(C)C(=O)Nc1nnc(SCC(=O)NCc2ccco2)s1	-0.17	i
Cc1noc(C)c1COC(=O)COc1ccc(-c2ccccc2)cc1	-0.36	i
C=CCn1c(C(C)NC(=O)c2ccc(C)cc2)n[nH]c1=S (stereo not given)	-0.84	i
COc1ccc(NC(=O)COC(=O)CNS(=O)(=O)c2ccc(F)c(F)c2F)cc1OC	-0.6	i
Cc1cc(C(=O)N/N=C/c2ccncc2)c(C)o1	-2.4	i
Cc1cccc(NC(=O)Cn2c(=O)n(CC3CCCO3)c(=O)c3ccccc32)c1 (stereo not given)	0.03	i
C[N+]1(CC(O)COCC2COc3ccccc3O2)CCOCC1 (stereo not given)	0.26	i
O=C(Cn1cccc1C(=O)c1ccccc1)NCc1cccc(Cl)c1	-1.1	i
Cc1ccccc1Oc1nnc(-c2cccs2)c2ccccc12	-4.3	i
S=C(NC1CCCC1)N1CCN(c2ccc(Cl)cc2)CC1	1.1	i
CC(C)(C)NC(=O)Cc1ccc(Cl)c(Cl)c1	1.8	i
CCC(C)N(C(=O)CSc1nnc(NC(C)C)s1)C1CCS(=O)(=O)C1 (stereo not given)	0.93	i
COC(=O)CN(c1nc(C)cc(OC)n1)S(=O)(=O)c1ccc(C)cc1	-1.9	i
CC(C)CC(=O)Nc1ccc(Oc2ccc3c(c2)C(=O)NC3=O)cc1	-0.35	i
CCc1ccc(NC(=O)CCCn2nc(CC)n3c(cc4occc43)c2=O)cc1	0.45	i
CCc1ccc(/C=C(/C#N)C(N)=S)s1	-1.5	i
COc1ccc(OCCCC(=O)NCCc2ccccc2)cc1	1.8	i
CCc1nc2sc3c(c2c(=O)n1CCO)CCC3	0.94	i
C=CCn1c(-c2cccnc2)n[nH]c1=S	-0.84	i
CCCNS(=O)(=O)c1ccc(OCC(=O)Nc2ccc3c(c2)OCCO3)c(C)c1	0.31	i
CC(C)(C)NC(=S)Nc1cccc(C(F)(F)F)c1	-1.1	i
O=C(NCC(=O)N1CCOCC1)c1ccc(Br)o1	0.99	i
Cc1nc(N)nc2c1CCCC2	0.04	i
COCCN1C(=O)N[C@@H](c2cccc(C(F)(F)F)c2)[C@H](C(=O)OC)[C@H]1C	-0.23	i
C#CCSc1nncn1C(=O)/C=C/c1ccccc1	1.5	i
NC(=O)C1CCN(S(=O)(=O)c2ccccc2[N+](=O)[O-])CC1	-0.4	i
Cc1noc(C)c1CCC(=O)N1CCCC(CO)(Cc2ccccc2)C1 (stereo not given)	0.34	i
COCCCNc1nc2ccccc2nc1NS(=O)(=O)c1cccs1	1.2	i
CN(C)c1ccc(NC(=O)CCCc2ccccc2)cc1	-1.1	i
CCOc1ccc(CNC(=O)CCS(=O)(=O)c2ccc3c(c2)NC(=O)CO3)cc1OC	1.4	i
(next part)
SMILES	Kir21 inh	KCNQ2 block
O=C(N/N=C/c1cccnc1)c1ccc(Cn2cc([N+](=O)[O-])cn2)o1	1.1	i
O=C(COc1ccc(Cl)cc1)NCCCNC(=O)c1cccnc1	-2.9	i
Cc1ccc(Cl)c(OCCCN(C)Cc2ccccc2)c1	-2.2	i
Cc1ccc(S(=O)(=O)N2CCN=C2SCc2c(F)cccc2Cl)cc1	0.23	i
Nc1cc(-c2ccc(Cl)cc2)nn1S(=O)(=O)c1ccccc1	1.4	i
Cc1oc(-c2ccccc2)nc1CSc1nc2c(c(=O)[nH]1)CCC2	1.6	i
CCN(CC)S(=O)(=O)c1cc(NC(=O)CSc2nc3c(cc2C#N)C(=O)CC(C)(C)C3)ccc1C	-0.44	i
O=c1[nH]c(Sc2ccc([N+](=O)[O-])cc2[N+](=O)[O-])nc2ccccc12	-0.6	i
CC(C)CCN(CCC(C)C)C(CO)(CO)CO	-0.75	i
CN(C(=O)c1cccnc1)c1nnc(-c2cnccn2)s1	-2	i
C=Cc1ccc(Cn2nc(-c3ccc(C)cc3)ccc2=O)cc1	2.6	i
COc1ccc(C)cc1C(=O)CCC(=O)NCCc1ccc(S(N)(=O)=O)cc1	0.02	i
O=c1c2ccccc2nnn1CSc1nc2ccccc2c(=O)n1CCCO	-1	i
CCn1cc(CNC(=O)C2CCC(=O)N(Cc3ccc(Cl)cc3)C2)cn1 (stereo not given)	1.9	i
COc1ccc(/C=C2\SC(=S)N(CCC(=O)NC3CCCC3)C2=O)cc1OC	0.01	i
COCCn1c(CN(Cc2ccccc2)Cc2ccccc2)nc2c1c(=O)n(C)c(=O)n2C	0.73	i
COc1cc2nc(CSc3nc(-c4ccc(F)cc4)cs3)[nH]c(=O)c2cc1OC	-0.05	i
Cc1ccc(CNC(=O)c2ccc3nc4[nH]c5ccccc5c4nc3c2)cc1	-0.64	i
O=C(CCCN1C(=O)/C(=C\c2cccs2)SC1=S)Nc1cccnc1	0.82	i
CCC(C)[C@H](NC(=O)NC1CC1)C(=O)O (stereo not given in full)	0.2	i
O=C1NC(=O)c2cc(NC(=O)C3CCCCC3)ccc21	1.8	i
O=C(CC(c1ccccc1)c1ccccc1)Nc1ccncc1	0.22	i
COc1cccc(NC(=O)CC2SC(=Nc3ccccc3)NC2=O)c1 (stereo not given)	-0.39	i
CCN1C(=O)C(=O)N(CC(=O)N(C)CC(=O)Nc2ccccc2Cl)C1=O	-0.12	i

As a working copy, 15 of the compounds above:
SMILES	Kir21 inh	KCNQ2 block
CCN(CC)S(=O)(=O)c1cc(NC(=O)CSc2nc3c(cc2C#N)C(=O)CC(C)(C)C3)ccc1C	-0.44	i
O=c1[nH]c(Sc2ccc([N+](=O)[O-])cc2[N+](=O)[O-])nc2ccccc12	-0.6	i
CC(C)CCN(CCC(C)C)C(CO)(CO)CO	-0.75	i
CN(C(=O)c1cccnc1)c1nnc(-c2cnccn2)s1	-2	i
C=Cc1ccc(Cn2nc(-c3ccc(C)cc3)ccc2=O)cc1	2.6	i
COc1ccc(C)cc1C(=O)CCC(=O)NCCc1ccc(S(N)(=O)=O)cc1	0.02	i
O=c1c2ccccc2nnn1CSc1nc2ccccc2c(=O)n1CCCO	-1	i
CCn1cc(CNC(=O)C2CCC(=O)N(Cc3ccc(Cl)cc3)C2)cn1 (stereo not given)	1.9	i
COc1ccc(/C=C2\SC(=S)N(CCC(=O)NC3CCCC3)C2=O)cc1OC	0.01	i
COCCn1c(CN(Cc2ccccc2)Cc2ccccc2)nc2c1c(=O)n(C)c(=O)n2C	0.73	i
COc1cc2nc(CSc3nc(-c4ccc(F)cc4)cs3)[nH]c(=O)c2cc1OC	-0.05	i
Cc1ccc(CNC(=O)c2ccc3nc4[nH]c5ccccc5c4nc3c2)cc1	-0.64	i
O=C(CCCN1C(=O)/C(=C\c2cccs2)SC1=S)Nc1cccnc1	0.82	i
CCC(C)[C@H](NC(=O)NC1CC1)C(=O)O (stereo not given in full)	0.2	i
O=C1NC(=O)c2cc(NC(=O)C3CCCCC3)ccc21	1.8	i

Next section.
SMILES	Kir21 inh	KCNQ2 block
COc1ccc(/C=N/NC(=O)COc2ccc(Cl)cc2Cl)cc1Cn1nc(C)cc1C	-2.1	i
CCN1C(=O)c2cccc3c(S(=O)(=O)NCCc4c[nH]c5ccccc45)ccc1c23	-1.6	i
CN(C)c1ccc(NC(=O)COC(=O)c2cc(=O)c3ccccc3o2)cc1	-0.05	i
COc1ccc(OC)c(CCNC(=O)CSc2ccsc2[N+](=O)[O-])c1	-0.04	i
Nc1nnc(CC(=O)N2CCCCC2)s1	-1.5	i
CC(NC(=O)[C@@H](C)NC(=O)[C@@H]1Cc2ccccc2CN1C(=O)OC(C)(C)C)c1ccccc1 (stereo not given in full)	-0.82	i
CC(NC(=O)[C@H](Cc1c[nH]c2ccccc12)NC(=O)[C@@H]1Cc2ccccc2CN1)c1ccccc1 (stereo not given in full)	-0.2	-5.9*
O=[N+]([O-])c1ccc(Sc2cccc3cccnc23)cc1	1.5	i
CN(C)C(=O)c1ccc(N/C=C(\C=O)c2nc3ccccc3o2)cc1	2.9	i
CCc1ccc(OCCOCC(O)CN2CCN(Cc3ccc(Cl)cc3)CC2)cc1 (stereo not given)	-9.1*	i
COc1cccc(CN2CCNC(=O)C2CC(=O)NCCn2nc(C)cc2C)c1OC (stereo not given)	0.04	i
Cc1cc(C)n(Cc2n[nH]c(=S)n2Cc2ccccc2)n1	-0.23	i
O=C(COC(=O)c1cc[n+]([O-])cc1)Nc1c(Cl)cccc1C(F)(F)F	-1.4	i
CCc1cc(-c2n[nH]c(=S)n2-c2ccccc2C)cs1	-0.85	i
Cc1cc(C)n(-c2ccc(C(=O)OCC(=O)Nc3ccc(Cl)cc3[N+](=O)[O-])cc2)n1	0.14	i
CCc1cccc(OCC(=O)Nc2ccccc2N2CCCC2)c1	-0.31	i
CCOc1ccc(CN2CCN(Cc3cc4ccccc4o3)CC2CCO)cc1 (stereo not given)	-0.14	i
Cc1cc(C)n2nc(SCc3c(F)cccc3Cl)nc2n1	0.51	i
Cc1ccc(S(=O)(=O)N(C)CC(=O)N2CCC(C(N)=O)CC2)cc1	0.06	i
CCn1cc([N+](=O)[O-])c(C(=O)NCc2ccc(Cl)cc2)n1	-0.02	i
COc1cccc(CN2CCN(Cc3ccc4cccc(F)c4n3)CC2CCO)c1 (stereo not given)	0.05	i
CC1=Nc2cc(C(=O)NCC3CCCO3)ccc2Sc2ccc(Br)cc21 (stereo not given)	-0.68	i
CN(C)CCNC(=O)C12CC3(C)CC(C)(CC(C)(C3)C1)C2	-0.08	i
CC(=O)N1CCN(Cc2nc3cc(NC(=O)c4ccccc4C)ccc3n2C)CC1	0.02	i
O=C(C1CC(=O)N(c2ccc3c(c2)OCCO3)C1)N1CCN(c2cccc(C(F)(F)F)c2)CC1 (stereo not given)	2.2	i
Cc1cccc(C)c1NC(=O)C(=O)NCC1CCCN1S(=O)(=O)c1ccccc1 (stereo not given)	-0.7	i
Cc1ccc(/C=C2/SC(=S)N(CCC(=O)N3CCN(C)CC3)C2=O)cc1	-0.87	i
CC(=O)c1c(C)[nH]c(C(=O)N2CCN(c3ccc(F)cc3)CC2)c1C	0.14	i
Cc1cccc(C)c1NC(=O)C(NC=O)c1ccccc1 (stereo not given)	0.01	i
c1ccc2c(Cn3ccnc3)cccc2c1	-0.01	i
CCOc1ccccc1NC(=O)c1ccc(OCC)c([N+](=O)[O-])c1	0.63	i
O=S(=O)(c1ccc(N2CCOCC2)c(Cl)c1)N1CCOCC1	1.3	i
Cn1nnnc1SCC(=O)Nc1nc2ccccc2s1	-0.57	i
COC(=O)C1=C(C)N(CC(C)C)C(=O)C1	0.02	i
FC(F)(F)c1cccc(Cn2cnc(NC(=S)NCCc3ccccc3)n2)c1	-0.68	i
O=C(O)c1ccc(NC(=O)c2ccccc2NC(=O)c2ccccc2Br)cc1	-0.09	i
O=C(CCNC(=O)c1ccc(Cl)cc1)Nc1ncccc1O	0.23	i
Cc1onc(-c2ccccc2)c1CNS(=O)(=O)c1cccc(Cl)c1	-9.8*	i

High-throughput results (PubChem BioAssay)
